Screening data deposited in PubChem BioAssay by National Center for Advancing Translational Sciences (NCATS).
MBNL1-CUG inh = inhibitors of human MBNL1 binding to CUG repeat RNA. TR-FRET MBNL1-His/biotin-(CUG)12 binding, 665/545 ratio. Potency, µM (highest dose often 57.5 µM), without a hit: top-dose activity change, negative = inhibition, most hits filed as inhibitors. 280,000 tested, 0.036% active; active = well fitted inhibition curve with a large enough effect in the signal ratio, with a control signal flat, not every such curve was filed as active; inconclusive = small, poorly fitted or top-dose-only effect, or effect the other way, or a change in a side signal; inactive = no such curve, though single readings can be large or run the other way; the % refers to the signal ratio; note: potency is the fitted concentration of half-maximal effect; % is set by controls: 0 for no effect and ±100 for the full control effect
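TR-FRET between His-tagged MBNL1 and biotin-(CUG)12 RNA, detected with Tb anti-His antibody (0.055 ng/ul) and streptavidin-XL665 (5 nM), 60 min at room temperature. Compounds titrated 92 nM to 58 uM; 665/545 nm ratio normalized to buffer and complex controls.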
TSHR antag = antagonists of human thyroid stimulating hormone receptor; AID 504810; 330,000 tested, 0.2% active; TSHR-expressing cells, TSH-stimulated cAMP HTRF, 2 h; stronger effect = lower value; activity change, negative = inhibition, % at 11.5 µM; P16473;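 active = activity change below a set negative limit, meaning inhibition stronger than a set level, cut at about -70% in these data; inconclusive = activity change between two set negative limits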; note: % is set by controls: 0 for no effect and ±100 for the full control effect
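Inhibition of cAMP made by TSHR-expressing cells under TSH stimulation (4nM final, EC80; 2 h, 37 deg C) is quantified with a one-step lysis HTRF kit, anti-cAMP cryptate versus cAMP-d2.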
Mito fusion yeast = mitochondrial division inhibition or fusion activation; S. cerevisiae fusion-defective mutant growth rescue, CellTiterGlo 48 h; Potency, µM (highest dose often 46.1 µM), without a hit: at the top dose growth rescue (activation), usual class: activators; 320,000 tested, 0.23% active; AID 485298;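 note: potency is the fitted concentration of half-maximal effect; % of control where 0% means no effect; nearly all actives have a fitted effect of over 45% in size; temperature-sensitive fusion mutants such as fzo1-1 at 37 °C on non-fermentable ethanol glycerol medium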
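Temperature-sensitive fusion-defective S. cerevisiae (e.g. fzo1-1, mgm1-5) were grown with compound in YPEG medium (3% ethanol, 3% glycerol) for 48 hours at 37C. Growth rescue was measured as viability by CellTiterGlo luminescence after 10 minutes at ambient.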
TCR activator = activates T cell receptor signaling; primary human leukocytes, anti-CD3, IL-2 HTRF, 48 h; Potency, µM (titrated, usually from 9.22 µM), for inactives: at the highest dose activation of IL-2 secretion, most hits filed as activators; 330,000 tested, under 10 active; note: % of control where 0% means no effect
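HTRF read-out of IL-2 secretion: europium cryptate donor excited at 320nm, d2 acceptor emission at 665nm. Cells were primary human leukocytes incubated 48 hr with compounds and a-CD3 beads, supplying TCR signal only.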
CXXC DNA block = inhibitors of human MLL CXXC domain-DNA interaction | Q03164 | MLL-CXXC / FITC-HOXA9 DNA fluorescence polarization | Potency, µM (series often up to 115 µM), without a hit: at the highest dose activity change, negative = inhibition, most hits filed as inhibitors | 290,000 tested, 0.037% active; active = well fitted inhibition curve with a large enough effect in the polarisation, with a control signal flat, not every such curve was filed as active; inconclusive = small, poorly fitted or top-dose-only effect, or effect the other way, or a change in a side signal; inactive = no such curve, though single readings can be large or run the other way; the % refers to the polarisation; note: potency is the fitted concentration of half-maximal effect
Target sequence (Q03164 whole entry, looked up, the tested form may be a part): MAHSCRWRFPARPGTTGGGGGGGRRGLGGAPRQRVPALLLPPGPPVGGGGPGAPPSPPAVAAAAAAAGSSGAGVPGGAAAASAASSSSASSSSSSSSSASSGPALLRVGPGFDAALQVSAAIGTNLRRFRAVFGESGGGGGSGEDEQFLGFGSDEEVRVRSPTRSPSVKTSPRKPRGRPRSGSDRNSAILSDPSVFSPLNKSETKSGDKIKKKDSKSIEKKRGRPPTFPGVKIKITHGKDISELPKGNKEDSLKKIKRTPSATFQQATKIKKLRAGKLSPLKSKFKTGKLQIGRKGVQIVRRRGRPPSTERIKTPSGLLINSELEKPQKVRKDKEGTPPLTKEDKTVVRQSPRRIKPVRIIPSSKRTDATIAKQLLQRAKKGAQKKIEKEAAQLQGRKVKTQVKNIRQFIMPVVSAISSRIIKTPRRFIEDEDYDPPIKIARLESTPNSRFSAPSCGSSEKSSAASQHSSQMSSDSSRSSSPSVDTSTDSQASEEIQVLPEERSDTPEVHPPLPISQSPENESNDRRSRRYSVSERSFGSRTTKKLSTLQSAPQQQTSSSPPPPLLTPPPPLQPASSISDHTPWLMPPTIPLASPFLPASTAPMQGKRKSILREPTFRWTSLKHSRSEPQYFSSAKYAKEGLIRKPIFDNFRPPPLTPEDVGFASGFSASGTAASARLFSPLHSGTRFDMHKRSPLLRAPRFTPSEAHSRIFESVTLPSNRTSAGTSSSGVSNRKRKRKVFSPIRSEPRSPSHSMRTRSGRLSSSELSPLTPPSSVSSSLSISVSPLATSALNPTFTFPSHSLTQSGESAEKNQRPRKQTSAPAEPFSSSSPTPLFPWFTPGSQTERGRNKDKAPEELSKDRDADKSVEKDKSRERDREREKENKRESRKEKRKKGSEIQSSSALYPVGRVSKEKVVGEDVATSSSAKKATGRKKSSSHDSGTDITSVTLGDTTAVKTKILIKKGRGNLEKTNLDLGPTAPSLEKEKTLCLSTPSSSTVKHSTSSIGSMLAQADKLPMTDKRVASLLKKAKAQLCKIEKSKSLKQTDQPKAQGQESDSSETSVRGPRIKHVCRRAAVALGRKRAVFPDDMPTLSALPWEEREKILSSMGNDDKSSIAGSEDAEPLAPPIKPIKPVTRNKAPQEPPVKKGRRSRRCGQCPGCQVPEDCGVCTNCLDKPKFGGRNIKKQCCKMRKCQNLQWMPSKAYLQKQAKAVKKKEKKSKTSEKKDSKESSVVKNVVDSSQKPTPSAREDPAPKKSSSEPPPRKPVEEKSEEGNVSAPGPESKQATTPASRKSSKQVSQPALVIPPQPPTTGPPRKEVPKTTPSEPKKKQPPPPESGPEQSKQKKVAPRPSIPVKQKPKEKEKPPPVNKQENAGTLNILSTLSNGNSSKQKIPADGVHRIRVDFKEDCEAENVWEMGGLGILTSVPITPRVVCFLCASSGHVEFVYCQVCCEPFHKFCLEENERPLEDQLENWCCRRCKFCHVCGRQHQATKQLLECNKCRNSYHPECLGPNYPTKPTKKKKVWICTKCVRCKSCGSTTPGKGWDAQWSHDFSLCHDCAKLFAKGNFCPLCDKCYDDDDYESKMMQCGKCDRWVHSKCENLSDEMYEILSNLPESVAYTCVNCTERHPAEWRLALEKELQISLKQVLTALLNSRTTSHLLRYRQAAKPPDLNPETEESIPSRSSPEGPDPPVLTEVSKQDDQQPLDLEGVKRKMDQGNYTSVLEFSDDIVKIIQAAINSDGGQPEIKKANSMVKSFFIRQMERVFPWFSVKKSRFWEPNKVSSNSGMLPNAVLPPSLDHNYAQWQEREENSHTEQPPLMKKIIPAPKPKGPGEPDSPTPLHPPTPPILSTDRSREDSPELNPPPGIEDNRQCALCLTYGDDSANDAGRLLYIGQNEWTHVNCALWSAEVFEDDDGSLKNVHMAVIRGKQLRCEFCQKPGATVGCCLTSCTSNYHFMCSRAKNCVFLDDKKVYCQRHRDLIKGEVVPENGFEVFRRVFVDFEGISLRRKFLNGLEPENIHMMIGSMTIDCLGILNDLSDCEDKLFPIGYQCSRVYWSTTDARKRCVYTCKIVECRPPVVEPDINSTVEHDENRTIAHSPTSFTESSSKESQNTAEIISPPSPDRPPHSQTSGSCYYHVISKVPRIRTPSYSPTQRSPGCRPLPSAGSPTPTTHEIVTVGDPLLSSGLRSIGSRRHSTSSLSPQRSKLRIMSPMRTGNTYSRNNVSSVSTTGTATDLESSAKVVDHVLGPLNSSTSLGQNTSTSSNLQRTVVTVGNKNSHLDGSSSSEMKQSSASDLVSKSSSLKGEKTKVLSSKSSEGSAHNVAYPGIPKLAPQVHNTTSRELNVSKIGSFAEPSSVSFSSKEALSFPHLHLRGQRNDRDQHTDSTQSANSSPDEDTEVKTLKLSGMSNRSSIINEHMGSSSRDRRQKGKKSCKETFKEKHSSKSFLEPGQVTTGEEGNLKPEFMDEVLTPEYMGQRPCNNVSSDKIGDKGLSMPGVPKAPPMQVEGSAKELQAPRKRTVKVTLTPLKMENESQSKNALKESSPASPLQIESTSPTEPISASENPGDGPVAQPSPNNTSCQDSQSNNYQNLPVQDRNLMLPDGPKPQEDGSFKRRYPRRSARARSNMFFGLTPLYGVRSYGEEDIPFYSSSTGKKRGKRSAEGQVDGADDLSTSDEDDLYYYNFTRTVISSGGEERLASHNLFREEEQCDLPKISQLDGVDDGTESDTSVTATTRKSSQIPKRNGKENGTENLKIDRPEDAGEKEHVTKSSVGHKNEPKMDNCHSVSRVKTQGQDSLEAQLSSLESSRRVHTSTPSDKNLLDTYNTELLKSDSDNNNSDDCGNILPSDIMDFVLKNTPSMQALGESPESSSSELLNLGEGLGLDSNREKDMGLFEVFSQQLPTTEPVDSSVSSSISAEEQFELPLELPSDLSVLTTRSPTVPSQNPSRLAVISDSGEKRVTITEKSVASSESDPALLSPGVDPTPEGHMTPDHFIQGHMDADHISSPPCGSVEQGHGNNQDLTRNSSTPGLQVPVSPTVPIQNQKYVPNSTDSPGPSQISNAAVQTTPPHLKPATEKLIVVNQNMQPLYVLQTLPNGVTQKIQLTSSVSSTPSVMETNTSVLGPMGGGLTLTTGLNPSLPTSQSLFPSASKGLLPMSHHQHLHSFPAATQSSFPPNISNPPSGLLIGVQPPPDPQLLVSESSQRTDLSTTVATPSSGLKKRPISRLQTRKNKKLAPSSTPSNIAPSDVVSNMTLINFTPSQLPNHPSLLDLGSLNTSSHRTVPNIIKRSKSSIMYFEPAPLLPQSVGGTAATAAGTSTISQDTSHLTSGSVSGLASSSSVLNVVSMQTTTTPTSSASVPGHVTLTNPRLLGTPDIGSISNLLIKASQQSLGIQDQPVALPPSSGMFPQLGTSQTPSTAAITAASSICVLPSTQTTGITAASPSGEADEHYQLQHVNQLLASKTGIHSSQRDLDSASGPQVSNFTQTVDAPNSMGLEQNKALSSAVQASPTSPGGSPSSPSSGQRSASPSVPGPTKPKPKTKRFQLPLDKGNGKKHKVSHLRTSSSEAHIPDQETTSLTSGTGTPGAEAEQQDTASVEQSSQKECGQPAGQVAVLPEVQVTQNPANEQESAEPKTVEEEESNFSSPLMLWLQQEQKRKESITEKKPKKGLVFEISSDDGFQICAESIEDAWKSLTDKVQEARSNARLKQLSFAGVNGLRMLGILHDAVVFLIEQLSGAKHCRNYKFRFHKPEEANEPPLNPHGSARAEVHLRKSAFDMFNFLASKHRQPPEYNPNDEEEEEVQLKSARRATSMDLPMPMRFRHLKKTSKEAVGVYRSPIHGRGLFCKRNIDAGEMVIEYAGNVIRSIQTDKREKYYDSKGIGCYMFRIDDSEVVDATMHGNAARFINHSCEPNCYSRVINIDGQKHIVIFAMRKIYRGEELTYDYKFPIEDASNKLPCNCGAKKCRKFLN
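Fluorescence polarization: 7 uM MLL-CXXC (stock) preincubated 5 min with compounds, then 50 nM fluorescein-HOX-A9 DNA (stock) added; 30 min ambient. Buffer 50 mM Tris-HCl pH 7.5, 50 mM NaCl, 1 mM DTT, 0.05% BSA.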
AT treatment = potential ataxia-telangiectasia treatments restoring KAP-1 phosphorylation. […] A-T fibroblasts, KAP-1 phosphorylation AlphaLISA; neocarzinostatin DNA damage 30 min before lysis. Potency, µM (top dose mostly 57.5 µM), for the others: top-dose activation, most hits filed as activators. 320,000 tested, 0.19% active; note: potency is the fitted concentration of half-maximal effect; % of control where 0% means no effect; nearly all actives have a fitted effect of over 45% in size
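ATM-like activity read as KAP-1 phosphorylation via AlphaLISA donor/acceptor antibody pairs after lysis and 6 hr at 25C. Cells were ATM-null patient fibroblasts ([…], hTERT), dosed 60 min, then exposed to the DSB inducer NCS for 30 min.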
a7 integrin act = activators of alpha7 integrin expression for muscular dystrophy; Potency, µM (top dose mostly 38.3 µM), without a hit: top-dose activation, hits mostly activators; alpha7betagal myoblasts, beta-gal FDG fluorescence, 48 h; 350,000 tested, 0.064% active;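 note: potency is the fitted concentration of half-maximal effect; 100% = response of the positive control SU9516; nearly all actives have a fitted effect of over 60% in size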
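alpha7betagal+/- myoblasts (passage 13, 250/well) treated 48 h at 37C with compounds at 1:260 dilution of DMSO stock. Lysed, then beta-galactosidase activity read as FDG fluorescence (ex 480/em 540) after 30 min, with pre-read for autofluorescence.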
PTAP TSG101 blk = blocks PTAP/TSG101 interaction to inhibit HIV-1 budding; Potency, µM (highest dose often 115 µM), for the others: at the highest dose activity change, negative = inhibition, usual class: inhibitors; Fluorescence polarization, FITC-PTAP peptide / Tsg101 binding; 340,000 tested, under 10 active; Q99816; active = well fitted inhibition curve with a large enough effect in the main read-out, with a control signal flat, not every such curve was filed as active; inconclusive = small, poorly fitted or top-dose-only effect, or effect the other way, or a change in a side signal; inactive = no such curve, though single readings can be large or run the other way; note: potency is the fitted concentration of half-maximal effect; % of control where 0% means no effect
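Fluorescence polarization binding of Tsg101 binding domain (10 uM final) to FITC-labeled PTAP peptide (50 nM final) in HEPES pH 7.5 buffer with NaCl, Tween 20, EDTA, TCEP. Compounds added before peptide; binding 20 min at RT.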
Menin-MLL TR inh = inhibitors of human menin-MLL interaction, mutant MLL peptide | O00255 | Menin + Texas Red MLL mutant peptide, fluorescence polarization | Potency, µM (titrated, usually from 61.6 µM), inactives show at the highest dose FP activity change, negative = inhibition, usual class: inhibitors | 270,000 tested, 0.23% active; active = well fitted inhibition curve with a large enough effect in the polarisation, with a control signal flat, not every such curve was filed as active; inconclusive = small, poorly fitted or top-dose-only effect, or effect the other way, or a change in a side signal; inactive = no such curve, though single readings can be large or run the other way; the % refers to the polarisation; note: potency is the fitted concentration of half-maximal effect; % of control where 0% means no effect; many of its hits are not listed in these tables
S-ASM inh = blocks human secretory acid sphingomyelinase | placental ASM, HMU-PC fluorogenic substrate, 60 min | Potency, µM (top dose mostly 57.5 µM), inactives show top-dose activity change, negative = inhibition, actives largely listed as inhibitors | 340,000 tested, 0.006% active; note: potency is the fitted concentration of half-maximal effect
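Fluorescence read-out (Ex 386 nm, Em 447 nm) after stopping the reaction at pH 10. Enzyme: ASM from human placenta; substrate HMU-PC0, 9 uM final; 60 min, 37 °C. Compound preincubation 10 min, ambient temperature.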
An asterisk follows results filed as active; ? = inconclusive; / = not tested or not shown; & = joins results of further samples; [ ] = dose if it differs, or a comment. Unless noted, calls come from the whole dose curve; as a rule, active = well fitted curve in the direction sought with a large enough effect; inconclusive = small, poorly fitted or top-dose-only effect, or another doubt; inactive = no such curve, though single readings can be large; an effect the other way counts as inactive or inconclusive. The list is partial (hit frequency here may not be typical).

no. | mol | TCR activator | a7 integrin act | AT treatment | MBNL1-CUG inh | S-ASM inh | Menin-MLL TR inh | Mito fusion yeast | TSHR antag | PTAP TSG101 blk | CXXC DNA block
1 | CN(C)c1ccc(CN2CCC(C(N)=O)CC2)cc1 | -4% | -17% | -1% | -1% | 0% | -4% | 0% | -6 | -4% | -4%
2 | COc1ccc2c(c1)C(=O)N(c1ccccc1)C(=O)C2 | / | 7% | -2% | -1% | 4% | 4% | 3% | 29 | -8% | -21%
3 | O=C(CSc1nnc(SCc2ccc(Cl)cc2)s1)c1ccc2c(c1)OCO2 | 1% | 11% | 22% | 24% | -2% | -5% | 25% | -15 | 0% | 5%
4 | S=c1[nH]nc(CNc2cccc(Cl)c2)o1 | -5% | 5% | -5% | 3% | 7% | 17% | -3% | -6 | -3% | -3%
5 | Cc1ccc(CC2CC(=O)N(CCc3ccccc3)C2=O)cc1 (configuration not stated) | -34% | -77%[inhibitor] | -1% | -5% | -3% | 7% | 18% | -14 | -3% | 8%
6 | CN(CC(=O)Nc1ccccc1Cl)C(=O)CCc1nc2ccccc2c(=O)[nH]1 | -1% | 3% | -1% | / | 10% | / | -6% | 6 | -11% | /
7 | CCOc1c(OC)cccc1C1CC(=O)Nc2cc3c(cc21)OCCO3 (configuration not stated) | -47% | 4% | 8% | -6% | 5% | 5% | 4% | 7 | -6% | 5%
8 | CCOCCCn1c(=O)c2ccccc2n2c(=S)[nH]nc12 | -7% | -28% | -2% | 4% | 2% | 17% | 12% | -8 | -3% | 7%
9 | NNC(=O)c1ccc(COc2ccc([N+](=O)[O-])cc2)o1 | 3% | -11% | -2% | ? | 3% | / | -9% | 15 | -2% | 1%
10 | O=C(C1=NN(c2ccccc2)C2C(=O)N(c3ccccc3)C(=O)C12)c1ccccc1 (configuration not stated) | 3%[46.1 µM] | -10% | / | / | -9% | ? | -1% | -6 | ? | ?
11 | CCOC(=O)C1CCCN(C(=O)CN2C(=O)C(CC)Oc3ccc(C)cc32)C1 (configuration not stated) | -2% | 1% | 2% | 0% | 1% | -1% | 1% | -3 | -4% | -17%
12 | CCC(C)Sc1cc(-c2nc3ccc(C)cn3c2NCc2ccccc2)ccc1OC (configuration not stated) | 4% | -43% | / | / | 497%[activator] | / | / | / | -3% | /
13 | COc1cc2c(cc1NC(=O)CCC(=O)O)oc1ccccc12 | 12% | 4% | -1% | 1% | 2% | -22% | 1% | 1 | -1% | -9%
14 | CC(Sc1nnc(-c2ccccc2F)n1C1CC1)C(N)=O (configuration not stated) | -3% | ? | -3% | -1% | -3% | 2% | 2% | -6 | -2% | 28%
15 | N=C1/C(=C\c2ccc(OCc3ccccc3)cc2)C(=O)N=C2SC(N3CCCC3)=NN12 | / | / | 1% | 4% | / | ? | -2% | -3 | / | -22%
16 | FC(F)(F)c1cccc(NC(=S)N2CCN(c3ccccc3)CC2)c1 | 3% | 12% | 2% | / | 3% | -28% | -10% | -11 | 4% | 4%
17 | Cc1ccc(-n2c(N)c(C(=O)Nc3c(C)n(C)n(-c4ccccc4)c3=O)c3nc4ccccc4nc32)cc1C | -9%[46.1 µM] | / | -3% | 14% | / | -8% | 15% | -14 | / | 5%
18 | Cc1ccc(C(C)C)c(OCc2ccc(C(=O)N/N=C/c3ccc(C(=O)O)cc3)cc2)c1 | 3% | -10% | -10% | -7% | 7% | / | -12% | -30 | -1% | -9%
19 | Cn1nnnc1SCc1nnc(-c2ccc(F)cc2)o1 | 6% | 6% | -2% | -2% | 5% | / | -1% | 0 | 0% | 1%
20 | O=C(CSc1nnc(-c2c[nH]c3ccccc23)o1)N1CCCCC1 | 2% | 4% | -2% | -8% | -1% | 9% | 5% | -5 | -1% | 1%
21 | O=C(O)CCC(=O)NC(c1ccccc1)c1ccccc1 | -2% | -15% | 17% | -10% | 1% | 6% | 3% | 11 | 1% | 0%
22 | COc1ccc(C2CC(=O)C(C=NCCO)=C(O)C2)cc1 (configuration not stated) | -1% | 19% | 1% | -4% | -3% | 5% | 2% | -2 | -9% | -2%
23 | CC(C)N1C(=O)/C(=C\c2nc3ccccc3c(=O)n2-c2ccccc2)c2ccccc21 | 7%[46.1 µM] | -53%[inhibitor] | -7% | 7% | -15% | -6% | 26% | -5 | -1% | 5%
24 | CCCN(CCO)Cc1ccc(Cl)c(Cl)c1 | / | -7% | -2% | 1% | 3% | -1% | -1% | 4 | / | 4%
25 | CCS(=O)(=O)c1ccc(C(=O)Nc2ccccc2OC)c(Cl)c1Cl | -7% | 14% | 2% | -4% | 1% | -1% | -1% | -6 | -6% | -14%
26 | CCOC(=O)C1CCCN(C(=O)c2ccc(-c3ccc([N+](=O)[O-])cc3)o2)C1 (configuration not stated) | 2% | -18% | 9% | / | / | / | 0% | -8 | -2% | /
27 | CCC(=O)NC(=S)Nc1ccc(NC(=O)CC)cc1 | -3%[46.1 µM] | -3% | 1% | / | 6% | 2% | -3% | -1 | 0% | -1%
28 | CCCCNC(=O)c1onc(CSc2cc(C)ccc2C)c1C(=O)O | -3% | -15% | -2% | -8% | 19% | ? | 3% | -10 | / | -15%
29 | C=CCn1c(O)c(N=NC(=O)CNC(=O)c2cccs2)c2ccccc21 | -3%[46.1 µM] | 18% | 1% | ? | -3% | -13% | 5% | 6 | 4% | -2%
30 | CCN1C(=NCc2ccc(OC)cc2)N[C@@H](CCc2ccccc2)[C@H](C(=O)NCc2ccc(OC)cc2)[C@H]1C | 6% | -6% | 1%&13% | -7%&2% | 5% | ? | 0%&2% | -4&-40 | 4% | ?

(cont.)
no. | mol | TCR activator | a7 integrin act | AT treatment | MBNL1-CUG inh | S-ASM inh | Menin-MLL TR inh | Mito fusion yeast | TSHR antag | PTAP TSG101 blk | CXXC DNA block
31 | Fc1ccc(-c2nc3c(Cl)cc(C(F)(F)F)cn3c2Cl)cc1 | 1% | 13% | 9% | -3% | -1% | 4% | -20% | 0 | -7% | 5%
32 | COc1ccc(N=C2SC(CC(=O)Nc3ccccc3)C(=O)N2CCN2CCOCC2)cc1 (configuration not stated) | 0% | -16% | -4% | -2% | 6% | 4% | -8% | -8 | -2% | -4%
33 | O=C(NNC(=O)c1ccco1)c1cccc([N+](=O)[O-])c1 | -2% | 4% | -4% | 20% | 1% | -26% | -1% | 5 | -7% | 3%
34 | CS(=O)(=O)Nc1ccc(S(=O)(=O)N2CCOCC2)cc1 | 1% | 6% | 0% | 6% | 1% | -12% | 0% | 0 | 1% | -3%
35 | Cn1nc(C(=O)NCc2cccc(Cl)c2)c2c1-c1ccccc1S(=O)(=O)C2 | 3% | -30% | -1% | -3% | -4% | 24% | 13% | 5 | 0% | -14%
36 | CN(C)S(=O)(=O)c1cc([N+](=O)[O-])ccc1N1CCCCCC1 | -5% | -6% | -2% | ? | -15% | 5% | 0% | -28 | -4% | 5%
37 | O=[N+]([O-])c1ccc(/C=N/Nc2cc(Cl)nc(-c3ccccc3)n2)cc1 | 2% | -1% | 3% | -6% | 2% | ? | 0% | -1 | -12% | 21%
38 | Cc1ccc(NCc2n[nH]c(=S)n2-c2cccc(Cl)c2)cc1 | -2% | -26% | -3% | 3% | -2% | 10% | ? | -1 | -1% | 7%
39 | CCC(C(=O)NCCCN1CCN(C)CC1)n1nc(C)c2sc3ccccc3c2c1=O (configuration not stated) | 4% | -46%[inhibitor] | -7% | 0% | 3% | -1% | 10% | 26 | 2% | -15%
40 | Cc1ccc(NC(=O)CN(C)CC(=O)Nc2ccc(N3CCOCC3)cc2)cc1F | 0% | -30% | 4% | -16% | -3% | 13% | 0% | 16 | -5% | -5%

Some entries already given, showing only CXXC DNA block.
#	molecule	CXXC DNA block
37	O=[N+]([O-])c1ccc(/C=N/Nc2cc(Cl)nc(-c3ccccc3)n2)cc1	21%
33	O=C(NNC(=O)c1ccco1)c1cccc([N+](=O)[O-])c1	3%
